High-throughput results from PubChem BioAssay.
CAL PDZ FP-1: CAL PDZ peptide-binding inhibitors, primary screen, biochemical, fluorescence polarization, Cer-tagged CAL PDZ, HTS; purified CAL PDZ, TMR-peptide fluorescence polarization, 1 h; AID 504414, 2011; Golgi-associated PDZ and coiled-coil motif-containing protein (Homo sapiens), Q9HD26; hit rate 0.02% among 330,000; inhibition, % at 20 µM;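 active means highest replicate inhibition of at least 40%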;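 further: plate controls were DMSO neutral control wells for no effect and unlabeled competitor peptide control wells for full effect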
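Read-out basis: mP drop reported as inhibition | Assay system: Tagged CAL PDZ protein CerCALP, purified | Benchmarks: Unlabelled peptide for full inhibition, DMSO wells as neutral | Schedule: 1 h incubation at room temperature before polarization reading | Buffer or medium: Sodium phosphate/NaCl buffer pH 7.4 with TCEP, IgG, Thesit | Doses: Single point, 20 µM | Measured by: Fluorescence polarization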
DAGLB inh: DAGLB lipase inhibitors, primary screen, biochemical, fluorescence, HTS | AID 504411, 2011 | inhibition, % at 5.17 µM | HEK293T DAGLB membrane lysate, EnzChek fluorogenic substrate | Diacylglycerol lipase-beta (Homo sapiens), Q8NCG7 | hit rate 0.059% among 340,000; in the data active means inhibition above about 34%;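 further: 0% = enzyme with vehicle and 100% = wells lacking enzyme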
Target sequence (Q8NCG7 whole entry, looked up): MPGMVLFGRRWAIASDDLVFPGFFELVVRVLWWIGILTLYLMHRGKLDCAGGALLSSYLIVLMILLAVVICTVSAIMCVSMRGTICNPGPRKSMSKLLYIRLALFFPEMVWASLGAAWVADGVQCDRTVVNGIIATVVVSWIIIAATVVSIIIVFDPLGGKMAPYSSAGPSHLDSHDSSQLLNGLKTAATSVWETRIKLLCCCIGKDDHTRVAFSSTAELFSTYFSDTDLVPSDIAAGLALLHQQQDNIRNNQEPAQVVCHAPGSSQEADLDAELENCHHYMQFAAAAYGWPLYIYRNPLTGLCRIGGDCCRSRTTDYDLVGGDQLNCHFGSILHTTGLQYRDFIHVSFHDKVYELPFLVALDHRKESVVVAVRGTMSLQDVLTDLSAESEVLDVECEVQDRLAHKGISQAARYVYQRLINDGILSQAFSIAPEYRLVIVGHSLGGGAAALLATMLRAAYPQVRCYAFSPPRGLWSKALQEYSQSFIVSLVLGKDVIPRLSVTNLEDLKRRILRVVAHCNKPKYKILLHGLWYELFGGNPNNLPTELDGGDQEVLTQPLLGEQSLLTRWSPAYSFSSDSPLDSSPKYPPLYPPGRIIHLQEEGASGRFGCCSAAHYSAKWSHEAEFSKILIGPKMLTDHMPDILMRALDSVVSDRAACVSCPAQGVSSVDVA
LANA DNA inh: inhibitors of KSHV C-LANA binding to DNA, primary screen, biochemical, fluorescence polarization, FAM-LBS DNA, MBP-C-LANA, single point; hit rate 0.078% among 340,000; inhibition, % at 9 µM; AID 504423, 2011; Kaposi's sarcoma herpesvirus LANA C-terminal domain (residues 932-1162) DNA binding;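 active means highest replicate inhibition at or above 60% at 9 µM, even if other replicates fall short; inactive means all replicates below 60% inhibition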;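 further: 0% = neutral control wells and 100% = 4 µM acridine orange control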
Cardiac RTF inh: cardiac RTF calcium sensitivity inhibitors, primary screen, biochemical, IANBD-TnC fluorescence, EC70 calcium; inhibition, % at 7.15 µM; AID 493244, 2011; Troponin I, cardiac muscle (Homo sapiens) + Troponin T, cardiac muscle (Homo sapiens) + …; hit rate 0.12% among 340,000; IANBD-labeled cardiac RTF, Ca2+ fluorescence;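 active means inhibition above the mean inhibition of all tested compounds plus 3 SD, cut at about 17% in these data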;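 further: assay run at fixed EC70 calcium of 1.6 mM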
Keap1 Nrf2 FP: Keap1-Nrf2 protein-protein interaction inhibitors, primary screen, biochemical, fluorescence polarization, single point; Keap1 Kelch-Nrf2 peptide fluorescence polarization, 1536-well; inhibition, % at 9.4 µM; hit rate 0.15% among 340,000; in the data active means inhibition above about 12%;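 further: human Keap1 Kelch domain with fluorescein labeled Nrf2 9mer peptide probe; 0% = neutral control wells and 100% = peptide positive control; higher means more block of Keap1 binding to Nrf2 peptide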
CAL PDZ FP-2: untagged CAL PDZ binding inhibitors, primary screen, biochemical, fluorescence polarization, HTS. purified CAL PDZ, TMR-peptide fluorescence polarization, 1 h. inhibition, % at 24.9 µM. hit rate 0.92% among 300,000. AID 602252, 2012;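 active means mean inhibition of at least 30% with at least half of replicates also reaching 30%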;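 further: 0% = DMSO neutral control and 100% = excess unlabeled competitor peptide PRC23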
Rtt109 HAT inh: inhibitors of C. albicans Rtt109/Vps75 HAT, primary screen, biochemical, ThioGlo CoA-SH fluorescence, plate reader | inhibition, % at 34.9 µM | Histone acetyltransferase RTT109 (Candida albicans (strain SC5314 / ATCC MYA-2876)), … | AID 540336, 2011 | purified Rtt109/Vps75, 4 h | hit rate 0.16% among 330,000;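 active means inhibition of at least 50% in every replicate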
RTF Ca sens act: cardiac RTF calcium sensitivity activators, primary screen, biochemical, IANBD-TnC fluorescence, EC20 calcium. activation, % at 7.2 µM. hit rate 0.24% among 340,000. IANBD-labeled TnC RTF fluorescence at EC20 calcium; 0% EC20 calcium, 100% full calcium. AID 493008, 2010;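 active means activation above the mean over all tested compounds plus 3 SD, cut at about 30% in these data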;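 further: rise in fluorescence read as greater calcium sensitivity of cardiac thin filaments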
PKA-R2B activ: activators of PKA-R2B holoenzyme, primary screen, biochemical, fluorescence polarization, Cy5-IP20, human; hit rate 0.079% among 340,000; activation, % at 11.4 µM; PKA-R2B holoenzyme dissociation; R2B truncated from residue 108, S112A mutant; 0% DMSO only, 100% 113 µM cGMP;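 active means activation above a cutoff set at the mean over all compounds plus 3 SD, cut at about 18% in these data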;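 further: higher means more holoenzyme dissociation and a rise in polarization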
Target sequence (P31323 whole entry, looked up, other chains not shown, the tested form may be a part): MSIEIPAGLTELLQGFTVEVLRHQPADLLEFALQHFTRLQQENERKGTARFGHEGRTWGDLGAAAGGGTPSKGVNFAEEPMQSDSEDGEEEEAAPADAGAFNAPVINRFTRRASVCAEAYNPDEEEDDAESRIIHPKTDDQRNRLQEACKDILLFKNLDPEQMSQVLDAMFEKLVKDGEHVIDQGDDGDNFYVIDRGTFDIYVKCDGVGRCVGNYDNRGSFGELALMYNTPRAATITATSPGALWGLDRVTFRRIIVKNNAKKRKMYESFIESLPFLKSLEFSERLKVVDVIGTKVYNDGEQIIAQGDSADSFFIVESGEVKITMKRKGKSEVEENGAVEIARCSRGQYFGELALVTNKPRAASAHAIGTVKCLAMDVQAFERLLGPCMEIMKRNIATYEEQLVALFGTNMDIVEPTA
SR-BI uptake up: activators of SR-BI mediated DiI-HDL uptake, primary screen, ldlA[mSR-BI] CHO cells, DiI fluorescence; hit rate 0.096% among 320,000; activation, % at 12.5 µM; 3 h; 100 = double the neutral-control signal;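 active means mean replicate activation of at least 60% and every replicate at or above 60%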;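 further: 0% = median plate neutral-control signal and 100% = twice that signal; values of inactives mirror those of a sister screen read the other way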
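Material: SR-BI-overexpressing, LDLR-lacking CHO cells | Dosing: Single compound concentration, delivered by pin transfer | Probe or stimulus: Labelled HDL, 10 µg/mL | Signal: Bottom-read cell fluorescence after medium removal, ex 550/em 595 nm | Schedule: 3 h, 37 °C | Evaluation: HDL uptake via cellular fluorescence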
Starred values were filed as active, the others as inactive; . = no result given.

Keap1 Nrf2 FP | DAGLB inh | Cardiac RTF inh | Rtt109 HAT inh | CAL PDZ FP-2 | PKA-R2B activ | SR-BI uptake up | LANA DNA inh | RTF Ca sens act | CAL PDZ FP-1 | canonical_smiles
-3 | 3 | -5 | 7 | -3 | -2 | 4 | -0.1 | -6 | 0.6 | COc1ccccc1OCCNC(=O)/C=C/c1ccc([N+](=O)[O-])cc1
-5 | 4 | -1 | 7 | 1 | -10 | 14 | 1.8 | 2 | -2.1 | CCOC(=O)C1=C(CSCc2ccccc2)NC(=O)NC1c1cc(C)ccc1C (centres undefined)
-2 | 2 | 1 | -6 | -1 | 5 | -22 | 5.1 | -1 | 0.0 | O=C(COC(=O)c1ccc([N+](=O)[O-])o1)c1ccccc1
-8 | 1 | -3 | -2 | -2 | -8 | 6 | 1.0 | 3 | -0.8 | COC(=O)[C@@H]1CCCN1Cc1c(C(=O)N2CCCCC2)nc2c(C)cccn12
1 | -3 | 2 | 2 | -2 | 3 | -10 | 0.5 | 1 | -2.0 | O=C(CCCSc1nc2sc3c(c2c(=O)[nH]1)CCC3)NCCCO
-6 | 1 | -7 | 2 | -4 | 5 | 49 | 2.9 | 2 | -0.5 | O=C(CNS(=O)(=O)c1ccc2ccccc2c1)NCCc1ccccn1
-5 | -1 | -6 | -22 | 2 | 7 | -71 | 0.6 | 3 | 0.3 | COc1ccc(-c2ccc3oc(-c4ccc(OC)cc4)c(C#CCO)c3c2)cc1
1 | 0 | -3 | 3 | -7 | 10 | 5 | 0.7 | -2 | -1.2 | COc1cccc(C(=O)Nc2nnc(S(=O)(=O)N(C)c3ccccc3)s2)c1
7 | -3 | -4 | 1 | -2 | 2 | -1 | -1.1 | 1 | -2.0 | COc1ccc(CCNC(=O)c2cc(S(=O)(=O)N(C)C)ccc2N2CCCC2)cc1
1 | -4 | 7 | -13 | 1 | 4 | . | 0.0 | -1 | -0.2 | Cc1cccc(C(=O)NNC2=C(C(=O)C(F)(F)F)CCC2)c1O
-4 | . | . | 3 | . | . | -15 | -1.9 | . | -1.4 | CC1CCN(c2ccc([N+](=O)[O-])c(SCCO)c2)CC1
1 | 22 | 12 | 36 | -7 | 3 | . | 0.2 | -8 | -10 | COc1ccc(/C=C2/SC(=S)N(NS(=O)(=O)c3ccc(C)cc3)C2=O)cc1
5 | -18 | -1 | 7 | -2 | 1 | 23 | 0.6 | 1 | -0.2 | CCOc1ccccc1OCCCCOc1ccccc1F
-4 | -1 | -6 | 5 | 10 | 4 | . | 0.0 | 6 | -1.7 | Cc1cccc(CN2CCN(Cc3cnn(-c4ccccc4F)c3)CC2CCO)n1 (centres undefined)
-3 | -1 | 1 | 9 | . | -1 | . | -1.0 | 1 | 0.9 | Cc1cccc(OCC(=O)NCCCNC(=O)c2cnccn2)c1
-5 | -1 | -5 | -4 | . | 1 | 10 | -0.5 | -4 | 1.1 | O=C(COC(=O)c1cccc(Cl)c1)NC1CCS(=O)(=O)C1 (centres undefined)
3 | -1 | -4 | 2 | 1 | -11 | -37 | -0.6 | -3 | -0.3 | CC(C)n1ncc2c(C(=O)Nc3ccc(CC#N)cc3)cc(C3CC3)nc21
-3 | 0 | -9 | -5 | 0 | -12 | -1 | 0.0 | 6 | -2.1 | C/C(=N/Nc1ccc(C(=O)O)cc1)c1ccc(O)c(O)c1O
-2 | -2 | 0 | -7 | -1 | -2 | -1 | 0.0 | -5 | -0.8 | ON=C1C2CC=C(c3ccccc3)C1CCC2 (centres undefined)
1 | -1 | 1 | -3 | -3 | 3 | -43 | 1.2 | 5 | 1.0 | CN(C(=O)c1ccc(NC(=O)C2CCN(C(=O)OC(C)(C)C)CC2)cc1)C1CC1
1 | -1 | 3 | 1 | 0 | -4 | -7 | 0.6 | -1 | 0.5 | COc1ccc(N2CCN(S(=O)(=O)c3ccc(-n4cnnn4)c(C)c3)CC2)cc1
0 | -1 | 0 | 4 | -1 | 14 | 6 | 0.8 | 4 | -2.3 | O=C(NCc1ccco1)C1CC(c2ccccc2O)=NO1 (centres undefined)
1 | -2 | 2 | 6 | -3 | -3 | -3 | -13 | -5 | 0.3 | CCNS(=O)(=O)c1ccc(NC(=O)Nc2cc(C)ccc2OC)cc1
2 | 1 | -3 | -2 | -4 | -8 | 15 | -0.1 | 5 | . | CCC(=O)Nc1nnc(SCC(=O)Nc2ccc(F)cc2)s1
-1 | -6 | -4 | 5 | . | -1 | -1 | -1.2 | -4 | 0.3 | C=CCc1cccc(CNc2c(C)n(C)n(-c3ccccc3)c2=O)c1O
2 | -11 | -5 | -5 | -4 | 6 | 19 | -1.6 | 3 | -0.6 | Cc1cccc(/C(N)=N/OC(=O)c2ccc3c(c2)OCO3)c1
-7 | 2 | -3 | 0 | 0 | 9 | 13 | 0.2 | 6 | -2.5 | CCN1CCn2c1nc(N1CCOCC1)nc2=O
6 | -4 | -3 | . | -2 | -10 | 1 | -1.2 | -1 | -3.0 | CC(C)CCCC(C)NS(=O)(=O)Cc1ccccc1 (centres undefined)
-2 | 1 | -6 | 2 | 2 | 0 | 20 | 2.6 | 4 | -0.2 | NN1C(=O)c2cccc3c(C(=O)O)ccc(c23)C1=O
-8 | 1 | 3 | -2 | . | -14 | -4 | -1.7 | 4 | -2.5 | CN(C)CCCNC(=S)N(Cc1cccs1)Cc1cc2cc3c(cc2[nH]c1=O)OCCO3
-3 | 0 | 4 | 5 | -7 | 0 | 5 | -1.1 | 8 | 0.2 | CCc1nc2oc(C(=O)c3ccccc3)c(N)c2c2c1COC(C)(C)C2
2 | -1 | -5 | 3 | 9 | -2 | -18 | -1.8 | -1 | -0.1 | CCOc1ccc(NC(=O)COc2ccccc2C(=O)NCc2ccccc2)cc1
6 | 0 | 4 | . | 1 | 2 | . | -0.8 | -4 | -3.6 | Cn1c(=O)oc2cc(NC(=O)CCl)ccc21
-5 | 1 | -8 | 5 | -7 | 11 | -5 | 0.1 | 0 | 1.0 | CN(Cc1c(C(=O)N/N=C/c2c(F)cccc2Cl)nnn1-c1nonc1N)c1ccccc1
-1 | 1 | 2 | -5 | -4 | -14 | 2 | 0.0 | 2 | -0.5 | Cc1ccc(/C=N/Nc2ccc3ccccc3n2)o1
0 | 1 | -4 | 7 | -6 | 4 | 20 | 0.1 | 5 | 0.3 | N#C/C(=C\c1ccc(F)cc1F)S(=O)(=O)c1ccccn1
-4 | -8 | 2 | -9 | -4 | -5 | -8 | 0.0 | -6 | -2.6 | COc1cccc(S(=O)(=O)N2CCN(c3ccccc3F)CC2)c1
4 | 2 | 3 | 4 | -1 | 6 | -29 | 0.1 | -3 | -0.8 | Oc1cccc(/C=N/Nc2cc(N3CCCC3)nc(N3CCCC3)n2)c1
3 | -3 | -7 | 8 | 0 | -15 | -12 | -0.7 | -3 | -3.2 | COC(=O)c1cc(C(=O)OC)n(Cc2ccc(Cl)cc2Cl)n1
3 | 2 | -1 | -9 | . | 3 | -21 | -4.8 | 0 | -1.8 | Cc1cccc(C)c1NCc1n[nH]c(=S)n1-c1ccccc1
-7 | 23 | 1 | -4 | 0 | 9 | . | 2.0 | 0 | -4.0 | COc1ccc(/C=C2\SC(=S)N(NS(=O)(=O)c3ccc(C)cc3)C2=O)c(OC)c1
-1 | 4 | -2 | 4 | -1 | -8 | -5 | 0.4 | 7 | -0.3 | N#CC1(Nc2ccc(-c3ccc(Cl)cc3)cc2)CCCC1
-2 | -4 | -5 | 3 | 1 | -13 | 2 | -0.9 | -3 | -1.3 | COCC(C)n1c(C)cc(C(=O)CSc2nnc(-c3ccco3)o2)c1C (centres undefined)

Taken from above (10 entries):
Keap1 Nrf2 FP | DAGLB inh | Cardiac RTF inh | Rtt109 HAT inh | CAL PDZ FP-2 | PKA-R2B activ | SR-BI uptake up | LANA DNA inh | RTF Ca sens act | CAL PDZ FP-1 | canonical_smiles
-3 | 3 | -5 | 7 | -3 | -2 | 4 | -0.1 | -6 | 0.6 | COc1ccccc1OCCNC(=O)/C=C/c1ccc([N+](=O)[O-])cc1
-5 | 4 | -1 | 7 | 1 | -10 | 14 | 1.8 | 2 | -2.1 | CCOC(=O)C1=C(CSCc2ccccc2)NC(=O)NC1c1cc(C)ccc1C (centres undefined)
-2 | 2 | 1 | -6 | -1 | 5 | -22 | 5.1 | -1 | 0.0 | O=C(COC(=O)c1ccc([N+](=O)[O-])o1)c1ccccc1
-8 | 1 | -3 | -2 | -2 | -8 | 6 | 1.0 | 3 | -0.8 | COC(=O)[C@@H]1CCCN1Cc1c(C(=O)N2CCCCC2)nc2c(C)cccn12
1 | -3 | 2 | 2 | -2 | 3 | -10 | 0.5 | 1 | -2.0 | O=C(CCCSc1nc2sc3c(c2c(=O)[nH]1)CCC3)NCCCO
-6 | 1 | -7 | 2 | -4 | 5 | 49 | 2.9 | 2 | -0.5 | O=C(CNS(=O)(=O)c1ccc2ccccc2c1)NCCc1ccccn1
-5 | -1 | -6 | -22 | 2 | 7 | -71 | 0.6 | 3 | 0.3 | COc1ccc(-c2ccc3oc(-c4ccc(OC)cc4)c(C#CCO)c3c2)cc1
1 | 0 | -3 | 3 | -7 | 10 | 5 | 0.7 | -2 | -1.2 | COc1cccc(C(=O)Nc2nnc(S(=O)(=O)N(C)c3ccccc3)s2)c1
7 | -3 | -4 | 1 | -2 | 2 | -1 | -1.1 | 1 | -2.0 | COc1ccc(CCNC(=O)c2cc(S(=O)(=O)N(C)C)ccc2N2CCCC2)cc1
1 | -4 | 7 | -13 | 1 | 4 | . | 0.0 | -1 | -0.2 | Cc1cccc(C(=O)NNC2=C(C(=O)C(F)(F)F)CCC2)c1O

The order is random (roughly 1.6% active in at least one column).
